Screening results as filed in PubChem BioAssay.
VIM-2 inhibitor = blocks Pseudomonas aeruginosa VIM-2 metallo-beta-lactamase. purified VIM-2, nitrocefin hydrolysis, epi-absorbance fluorescence. inhibition, % at 5.6 µM. actives 0.89% (n = 290,000);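 active = inhibition above the mean of all tested compounds plus 3 SD, cutoff set per screening run, cut at about 7.5% in these data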;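 note: red hydrolysis product quenches plate fluorescence so inhibitors raise well fluorescence; 0% = enzyme with DMSO and 100% = DMSO without enzyme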
IDE act = activators of human insulin-degrading enzyme in cells | P14735 | HEK cells, FAbeta-B cleavage, fluorescence polarization; 0% vehicle, 100% cell-free pure enzyme wells | activation, % at 5.96 µM | actives 0.073% (n = 340,000) | AID 493087;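 active = activation above the mean of all tested compounds plus 3 SD, set per screening campaign, cut at about 17% in these data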
PfM18AAP inh = PfM18AAP enzyme inhibition; recombinant PfM18AAP, H-Glu-NHMec fluorogenic cleavage; inhibition, % at 7.35 µM; actives 1.2% (n = 290,000); AID 1822;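 active = inhibition above the campaign mean inhibition over all tested compounds plus 3 SD, cut at about 28% in these data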;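 note: 0% = plate median of test compound wells and 100% = 2 mM ZnCl2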
pCIP destab = lowers stability of the mouse p/CIP coactivator protein. Q05BA5. decrease of EGFP signal, % at 10 µM. AID 1984. F442A p/CIP-EGFP cells, EGFP fluorescence, 16 h. actives 0.01% (n = 290,000);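 active = EGFP signal decrease of at least 30% at 10 µM or well 3 SD below plate mean, unless failing retest; inactive = the rest, including hits failing retest or dose response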; note: some compounds called inactive have numbers as strong as hits; many of its hits are not listed in these tables
IDE inh = cellular human IDE inhibition | P14735 | HEK cells, FAbetaB cleavage, fluorescence polarization | inhibition, % at 5.59 µM | actives 0.41% (n = 320,000);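 active = percent inhibition above the average of all tested compounds plus 3 SD, set per screening campaign, cut at about 16% in these data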;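 note: IDE supplied by intact live HEK cells; FP after avidin binding of uncleaved biotin substrate so inhibition keeps polarization high; 0% = DMSO wells and 100% = 60 µM reference IDE inhibitor Ii1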
FID counter = displaces DNA intercalator in HCV helicase counter-screen; DNA fluorescent intercalator displacement, fluorescence; inhibition, % at 7.9 µM; actives 0.17% (n = 290,000); AID 1845; in the data active = inhibition above about 37%;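 note: 0% = vehicle and 100% = reference compound; higher means more ethidium bromide displaced from hairpin DNA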
IMP-1 inhibitor = blocks Pseudomonas aeruginosa IMP-1 metallo-beta-lactamase; purified IMP-1, nitrocefin hydrolysis, epi-absorbance fluorescence; actives 0.45% (n = 290,000); inhibition, % at 5.6 µM;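 active = inhibition above the mean plus 3 SD of all compounds in the same screening run, cut at about 4.5% in these data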;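 note: 0% = IMP-1 with DMSO and 100% = DMSO wells lacking enzyme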
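Material – recombinant IMP-1 enzyme, purified · Amount – IMP-1 0.2 nM before substrate addition · Medium – HEPES buffer pH 7.1 with ZnSO4 and Brij 35 · Timing – 25 °C, 15 min preincubation, 25 min reaction · Measured by – plate fluorescence quenching by hydrolysis product, ex 480/em 530 nm · Read-out – percent enzyme inhibition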
UBC9 SUMO inh = inhibitors of human SUMOylation (UBC9); actives 0.36% (n = 290,000); inhibition, % at 35 µM; P63279; HTRF SUMOylation assay, SAE1/SAE2 + UBC9, in vitro; AID 2006; in the data active = inhibition above about 50%, passing the limit was not always enough; note: strong numbers were not always called active
Target sequence (P63279 whole entry, looked up): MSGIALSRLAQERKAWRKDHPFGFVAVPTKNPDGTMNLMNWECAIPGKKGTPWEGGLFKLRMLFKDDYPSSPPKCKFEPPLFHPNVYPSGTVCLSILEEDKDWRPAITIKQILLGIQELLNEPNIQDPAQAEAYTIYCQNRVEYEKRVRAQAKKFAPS
HCV NS3 hel inh = blocks Hepatitis C virus NS3 helicase unwinding. inhibition, % at 10.9 µM. AID 1800. actives 0.56% (n = 290,000). NS3 helicase DNA unwinding, Cy5 molecular beacon fluorescence;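 active = inhibition above the mean of all tested compounds plus 3 SD, set per campaign, cut at about 35% in these data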;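 note: 0% = DMSO wells and 100% = thioflavine S control wells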
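Material: hepatitis C virus NS3 helicase domain fragment enzyme; measured by: Cy5 fluorescence, 0 and 60 min reads; control set: DMSO and thioflavine S; incubation: 60 min unwinding reaction at 25 °C after ATP addition; read-out basis: % inhibition from 60/0 min fluorescence ratio, DMSO 0%, thioflavine S 100%; repeats: singlicate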
Starred values were filed as active, the others as inactive; x = no result given.

SMILES	VIM-2 inhibitor	IDE act	PfM18AAP inh	pCIP destab	IDE inh	FID counter	IMP-1 inhibitor	UBC9 SUMO inh	HCV NS3 hel inh
NC(=O)C1(N2CCCCC2)CCN(C(=O)NC23CC4CC(CC(C4)C2)C3)CC1	-0.3	9	0	3	-1	-4	-2.7	12	5
COc1ccc(OC)c(NC(=S)N2CCc3ccccc3C2)c1	0.1	7	7	4	5	-6	-1.1	-5	-2
CSCCC(NC(=O)c1ccccc1)C(=O)NC1CC1 (stereo unspecified)	-3.6	-1	-3	-5	5	-3	-7.1	-41	-3
COc1ccc(-c2cc(C(=O)NCCCn3ccnc3)c3ccccc3n2)c(OC)c1	-1.9	0	0	8	7	3	-2.1	9	-30
CC(C)c1onc(C(=O)NCc2ccc(Cl)cc2)c1[N+](=O)[O-]	-2.1	3	4	-4	-1	4	1.5	-9	-8
CS(=O)(=O)N1CCc2cc(C(=O)NC3CC3)ccc21	-0.9	1	0	-12	2	-1	-2.1	10	-10
Cc1ccc(C(=O)N/N=C\c2ccccn2)cn1	-6.0	4	-6	-2	6	-2	-4.8	-2	6
COc1cccc(C(=O)NCC(=O)N2CCC(C)CC2)c1	-2.0	3	-15	-1	-3	1	-3.0	19	6
O=C(COC(=O)c1cccnc1Cl)c1ccc(OC(F)F)cc1	0.4	8	4	5	-4	-1	-1.1	3	-1
CC(=O)c1c(C)nc(-c2cccc([N+](=O)[O-])c2)n1O	-3.1	-1	3	-9	1	3	-2.5	18	-5
COC(=O)c1ccccc1NC(=O)C1CCCO1 (stereo unspecified)	-6.1	3	2	-1	6	-6	-3.2	-5	6
CCn1c(=O)c2ccccc2n(Cc2ccccc2C)c1=O	-0.2	-4	3	4	2	-23	-1.6	6	-7
Cc1ccc(Cl)cc1N1CCN(Cc2cc3c(cc2O)CCC3)CC1	-2.3	0	5	-4	2	1	-3.6	7	3
CCN(CC)CCNC(=O)C(=O)Nc1cc2c3c(c1)CC(=O)N3CCC2	0.0	6	0	4	5	2	-3.6	5	1
CCNC(=S)NNC(=O)CCn1cc(C)cn1	-5.9	2	5	-11	-1	-8	-8.1	-10	-3
COc1ccc(CCNC(=O)[C@H](C)NC(=O)N2CCn3c2nc2ccccc23)cc1OC	-2.0	-1	3	-9	3	-46	-1.6	8	-3
COc1ccc(-c2cc(C(=O)OC3CCOC3=O)c3ccccc3n2)cc1 (stereo unspecified)	-0.3	1	1	7	-1	-1	-1.0	28	5
C/C(=N\O)c1ccc2c3c([nH]c2c1)CCCC3	23*	0	1	-4	0	-4	8.6*	2	-3
N#CCSc1nc2c(c(=O)n1Cc1ccccc1)C1(CCCC1)Cc1ccccc1-2	-0.8	4	-16	-14	6	3	-5.1	-2	-5
CCOc1cc(/C=C2/C(=N)N3C=CSC3=NC2=O)ccc1OCCCOc1ccccc1C	-2.6	1	4	-7	4	-20	-3.9	4	-4
Cc1c(Nc2nc3ccccc3nc2NS(=O)(=O)c2ccccc2)c(=O)n(-c2ccccc2)n1C	-1.0	4	-1	-8	0	-48	-3.7	31	3
COC(=O)c1cc2occc2n1Cc1nc(-c2ccccc2Cl)oc1C	-0.1	3	3	-2	2	-2	-2.1	1	-1
CCOc1ncccc1C(=O)OCC(=O)c1ccc[nH]1	2.3	6	-3	-7	0	-7	0.7	3	0
COC(=O)Cn1nc(-c2ccccc2)c2cc(Cl)ccc21	-1.9	3	8	-4	1	-18	-2.8	1	-8
N#Cc1ccc(-c2ccc(Cl)cc2)nc1Oc1ccc(F)cc1	-2.0	3	10	-5	-1	-2	-2.0	5	-9
CCCS(=O)(=O)N1CCCC(C(=O)c2ccccc2OC)C1 (stereo unspecified)	-0.7	2	-18	-10	-3	-9	-0.4	-4	-4
O=C1CCCC(=O)C1C(=O)C1CCN(S(=O)(=O)c2ccccc2)CC1	-1.3	1	-1	0	1	-2	-3.2	2	14
O=C(NC1=NCCS1)C1CC2CCC1C2 (stereo unspecified)	-2.7	3	2	-12	3	-1	-4.2	12	-6
CC(=O)N1c2c(cc(Br)cc2S(=O)(=O)N2CCOCC2)CC1C (stereo unspecified)	-1.5	1	2	2	5	-10	-3.0	0	3
O=C(CCn1c(=O)oc2cc(Cl)ccc21)Nc1ccc(N2CCOCC2)cc1	-0.6	3	3	-4	4	-15	-1.9	2	12
CC(C)c1ccc2[nH]c3c(c2c1)[C@@H]1CCN2C(=O)CCC[C@H](C3)[C@H]12	-1.1	0	7	-14	0	-39	-1.3	0	19
O=C(OCc1nnc(-c2ccccc2)o1)C1CC(=O)N(c2ccccc2)C1 (stereo unspecified)	-1.7	-4	-2	-6	-1	-34	-1.0	4	0
CSC1=NCCN1C(=O)Cc1ccc(F)cc1	-5.1	6	-3	0	1	1	-3.6	-7	1
COc1cccc(-c2ccc(-c3noc(-c4cccs4)n3)c(OC)n2)c1	-0.8	4	3	4	5	-3	-0.9	-24	1
O=C(CN1C(=O)COc2ccc(S(=O)(=O)N3CCCC3)cc21)N1CCCC1	1.9	-3	6	2	3	-7	0.8	0	7
CCC(C)N(C(=O)COC(=O)c1[nH]c(C)c(C(C)=O)c1C)C1CCS(=O)(=O)C1 (stereo unspecified)	-3.6	1	3	-2	-2	-13	-5.0	15	1
Nc1c(C(=O)NC2CCCC2)c2nc3ccccc3nc2n1N	-1.9	1	6	-6	3	-2	-1.7	20	-2
COc1cc(C(=O)OCC(=O)Nc2cc(-c3cc(C)c(C)cc3C)nn2-c2ccccc2)cc(OC)c1OC	-2.7	-1	4	-7	1	-4	0.6	-16	1
CCOC(=O)c1cn2nc(-c3ccc(OCC)cc3)cc2nc1C1CCN(C(=O)OC(C)(C)C)CC1	-1.5	2	10	-2	-3	-1	-1.2	3	2
Cc1c(OC(C)C(=O)NCc2ccccn2)ccc2c3c(c(=O)oc12)CCCC3 (stereo unspecified)	16*	-1	-3	12	5	-33	-3.7	-3	5

Quoted at random: 7 entries already listed, in no set order.
SMILES	VIM-2 inhibitor	IDE act	PfM18AAP inh	pCIP destab	IDE inh	FID counter	IMP-1 inhibitor	UBC9 SUMO inh	HCV NS3 hel inh
CCOC(=O)c1cn2nc(-c3ccc(OCC)cc3)cc2nc1C1CCN(C(=O)OC(C)(C)C)CC1	-1.5	2	10	-2	-3	-1	-1.2	3	2
CC(C)c1ccc2[nH]c3c(c2c1)[C@@H]1CCN2C(=O)CCC[C@H](C3)[C@H]12	-1.1	0	7	-14	0	-39	-1.3	0	19
CCC(C)N(C(=O)COC(=O)c1[nH]c(C)c(C(C)=O)c1C)C1CCS(=O)(=O)C1 (stereo unspecified)	-3.6	1	3	-2	-2	-13	-5.0	15	1
O=C(CN1C(=O)COc2ccc(S(=O)(=O)N3CCCC3)cc21)N1CCCC1	1.9	-3	6	2	3	-7	0.8	0	7
COc1cccc(-c2ccc(-c3noc(-c4cccs4)n3)c(OC)n2)c1	-0.8	4	3	4	5	-3	-0.9	-24	1
Nc1c(C(=O)NC2CCCC2)c2nc3ccccc3nc2n1N	-1.9	1	6	-6	3	-2	-1.7	20	-2
CSC1=NCCN1C(=O)Cc1ccc(F)cc1	-5.1	6	-3	0	1	1	-3.6	-7	1

(next part)
SMILES	VIM-2 inhibitor	IDE act	PfM18AAP inh	pCIP destab	IDE inh	FID counter	IMP-1 inhibitor	UBC9 SUMO inh	HCV NS3 hel inh
O=C(Nc1nc2c(s1)CN(Cc1ccccc1)CC2)C1CCC1	-1.3	-1	2	-14	11	-7	-3.1	14	-9
O=C(O)CCCCCCNS(=O)(=O)c1ccccc1	0.9	1	-5	-6	-3	2	-3.9	-14	10
O=C(N/N=C/c1ccc[nH]1)c1ccccc1O	-3.4	5	15	-2	-3	0	-2.2	8	-4
Cc1ccc(C(=O)NC2CCN(C(=O)NCc3ccccc3)CC2)cc1	-1.3	1	-5	-1	-6	-12	1.0	15	-6
O=C(CN1CCC(NC(=O)c2ccccc2F)CC1)NCc1ccc(F)cc1	-2.5	-2	6	-36	-8	-3	-1.9	7	-2
Cc1ccc(C(=O)CSc2nc3ccccc3c(=O)[nH]2)cc1	-1.4	2	4	2	7	-10	-0.2	14	-4
CC(C)(C)C(=O)NC(=S)Nc1sc2c(c1C(N)=O)CCC2	0.7	3	0	1	-6	-3	-0.6	1	9
O=c1c(O)c(-c2ccc3c(c2)OCO3)oc2ccccc12	-2.8	-8	-8	9	9	-7	-1.2	-15	3
CSCCC1Nc2ccc(S(=O)(=O)N3CCOCC3)cc2NC1=O (stereo unspecified)	-1.8	-1	-3	-17	x	-6	-4.4	5	5
Cn1nc(-c2ccccc2)c2nc3ccccc3nc21	0.1	-3	-6	-42	1	5	-1.5	31	9
CCCCCCNS(=O)(=O)c1ccc(NC(=O)C2CCCO2)cc1 (stereo unspecified)	-6.3	-1	2	-6	1	-22	-2.1	-1	11
CC1Cc2ccccc2N1C1=CC(=O)CC(C)(C)C1 (stereo unspecified)	-2.4	2	13	15	4	-22	-1.1	-5	7
CCOC(=O)c1cnn(-c2nc(SC)nc3sc4c(c23)CCCC4)c1N	-1.5	-1	-5	-4	10	-10	-2.4	-3	2
COc1cccc(S(=O)(=O)NCc2ccc(C(=O)Nc3ccc(Cl)cc3)cc2)c1	-1.8	3	2	-2	0	-5	1.5	-3	-13
Cc1cc(C)c2c(N)c(S(=O)(=O)Cc3ccccc3)sc2n1	-1.0	0	-17	-6	-2	-8	-2.0	-2	3
CN1CCN(CCNC(=O)Nc2ccccc2C(F)(F)F)CC1	-0.8	5	7	2	-3	5	-1.8	13	1
CN1C(=O)/C(=C/c2cc(C(C)(C)C)c(O)c(C(C)(C)C)c2)NC1=S	-5.0	-3	2	-11	4	-14	-1.9	-12	-2
Cc1ccc(N(CCCCN2C(=O)c3ccccc3C2=O)C(=O)c2ccc(Cl)s2)cc1	-3.9	3	-8	-6	2	5	-4.5	-3	5
CCSC(C)CC1C/C(=N/O)c2c(C)noc2C1 (stereo unspecified)	-1.8	-1	0	-14	2	-5	-3.3	-30	4
CCC(CC)C(=O)c1c[nH]c(C(=O)NN)c1	-4.6	-2	14	2	5	-7	-4.1	-7	-3
CCCn1nnc(NC(=S)NC(=O)Cc2ccccc2)n1	-0.4	-4	0	6	2	1	-1.9	-4	-13
CN(C)S(=O)(=O)c1cccc(-c2nnc(SCc3cc(Cl)cc4c3OCOC4)n2N)c1	-2.7	2	-77	-4	7	-3	-5.7	6	3

Another view of 4 compounds above:
Under each structure – VIM-2 inhibitor, IDE act, PfM18AAP inh, pCIP destab, IDE inh, FID counter, IMP-1 inhibitor, UBC9 SUMO inh, HCV NS3 hel inh
CC1Cc2ccccc2N1C1=CC(=O)CC(C)(C)C1 (stereo unspecified)
 : -2.4, 2, 13, 15, 4, -22, -1.1, -5, 7
CCOC(=O)c1cnn(-c2nc(SC)nc3sc4c(c23)CCCC4)c1N
 : -1.5, -1, -5, -4, 10, -10, -2.4, -3, 2
COc1cccc(S(=O)(=O)NCc2ccc(C(=O)Nc3ccc(Cl)cc3)cc2)c1
 : -1.8, 3, 2, -2, 0, -5, 1.5, -3, -13
Cc1cc(C)c2c(N)c(S(=O)(=O)Cc3ccccc3)sc2n1
 : -1.0, 0, -17, -6, -2, -8, -2.0, -2, 3
